Gli-Sufu block: blocks Gli-Sufu signaling in a luciferase reporter; AID 588413; Sufu-KO-LIGHT fibroblasts, Gli luciferase reporter luminescence; inhibition, % at 5 µM; actives 0.74% (n = 340,000);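 active = inhibition above about 55%, limit read from the data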;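 also: 0% = DMSO-treated cells and 100% = wells with medium but no cells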
CXCR6 block: CXCR6 (human) receptor inhibition. actives 0.36% (n = 360,000). CHO-K1 PathHunter CXCR6 beta-arrestin, luminescence. inhibition, % at 20 µM; in the data active = inhibition above about 34%, passing the limit was not always enough;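 also: antagonist mode with CXCL16 agonist at 10 nM final; 0% = 10 nM CXCL16 with DMSO and 100% = unstimulated wells without agonist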
APJ antagonist: blocks the human apelin receptor APJ; actives 0.32% (n = 330,000); CHO-K1 APJ beta-arrestin complementation, luminescence; inhibition, % at 20 µM; P35414;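 active = inhibition above about 40% at 20 µM, limit read from the data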;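 also: cells challenged with 10 nM apelin-13 agonist together with compound; plate controls were apelin-13 plus DMSO wells for no effect and DMSO wells lacking apelin-13 for full effect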
Target sequence (P35414 whole entry, looked up): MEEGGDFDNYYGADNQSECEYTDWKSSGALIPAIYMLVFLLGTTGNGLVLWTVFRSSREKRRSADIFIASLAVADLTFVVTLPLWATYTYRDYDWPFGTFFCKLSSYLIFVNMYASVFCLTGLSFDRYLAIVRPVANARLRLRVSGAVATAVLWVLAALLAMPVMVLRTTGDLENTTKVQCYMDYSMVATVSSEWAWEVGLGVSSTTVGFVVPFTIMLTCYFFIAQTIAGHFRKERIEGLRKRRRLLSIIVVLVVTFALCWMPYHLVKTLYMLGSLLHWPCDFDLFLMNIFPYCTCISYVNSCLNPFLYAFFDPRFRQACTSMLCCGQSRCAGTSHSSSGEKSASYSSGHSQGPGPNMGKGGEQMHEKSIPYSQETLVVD
CCR6 antag: blocks CCL20-driven beta-arrestin recruitment at human CCR6; actives 0.49% (n = 340,000); inhibition, % at 20 µM; AID 493098; P51684; CHO-K1 CCR6 PathHunter beta-arrestin, luminescence, CCL20-stimulated;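 active = compounds whose inhibition of the agonist-driven luminescence signal at 20 µM reaches about 50%, limit read from the data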;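 also: cells stimulated with CCL20 at 14 nM final; plate controls were DMSO with CCL20 for no effect and DMSO without agonist for full effect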
Target sequence (P51684 whole entry, looked up): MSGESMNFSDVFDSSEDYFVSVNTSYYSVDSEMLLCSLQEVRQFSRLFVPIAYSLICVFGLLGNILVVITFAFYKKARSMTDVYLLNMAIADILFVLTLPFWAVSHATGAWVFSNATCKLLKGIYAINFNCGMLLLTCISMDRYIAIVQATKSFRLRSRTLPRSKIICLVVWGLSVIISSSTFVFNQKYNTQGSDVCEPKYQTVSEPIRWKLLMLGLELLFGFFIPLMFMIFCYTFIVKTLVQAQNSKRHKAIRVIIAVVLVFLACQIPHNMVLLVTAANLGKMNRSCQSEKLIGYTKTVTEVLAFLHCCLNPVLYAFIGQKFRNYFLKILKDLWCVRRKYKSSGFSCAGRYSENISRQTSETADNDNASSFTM
EBI2 antag: blocks human EBI2 receptor beta-arrestin signaling; P32249; EBI2 beta-arrestin recruitment, luminescence, 7a,25-OHC stimulated; inhibition, % at 5 µM; actives 0.81% (n = 360,000); in the data active = inhibition above about 38%;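 also: enzyme fragment complementation signal reports receptor beta-arrestin coupling in cells; 0% = agonist plus DMSO wells and 100% = wells without agonist; some results beyond the cut were filed as inactive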
Jurkat NFkB inh: inhibitors of the PMA/ionomycin-induced NF-kB reporter in Jurkat cells | PMA/ionomycin-induced NF-kB luciferase reporter, luminescence | inhibition, % at 4 µM | actives 0.53% (n = 330,000); in the data active = inhibition above about 50%
697 NFkB inh: inhibitors of the PMA/ionomycin-induced NF-kB reporter in 697 B cells | 697 B-cell NF-kB luciferase reporter, 16 h | inhibition, % at 4 µM | actives 0.33% (n = 330,000) | AID 435022; in the data active = inhibition above about 35%
UBC13 polyUb: inhibitors of human UBC13 polyubiquitin chain formation; P61088; TR-FRET; inhibition, % at 20 µM; actives 0.47% (n = 330,000); in the data active = inhibition above about 45%, passing the limit was not always enough
Target sequence (P61088 whole entry, looked up): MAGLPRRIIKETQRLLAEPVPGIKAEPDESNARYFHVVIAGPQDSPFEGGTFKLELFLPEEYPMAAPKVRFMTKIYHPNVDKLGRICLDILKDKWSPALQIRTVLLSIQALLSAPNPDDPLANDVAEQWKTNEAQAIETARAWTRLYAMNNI
* marks the source's active call; other numbers are inactive results; x = not tested or not shown.

1	O=C(COC(=O)C1(c2ccc(F)cc2)CCCC1)NCc1ccco1
2	CC(C)(C)OC(=O)C[C@H]1C/C=C\C[C@H](CC(=O)NCCO)C(=O)NCCOC1=O
3	CCCO/N=C1/C(=O)N(c2ccccc2)c2ccccc21
4	COCc1cc(=O)[nH]c2c1c(-c1ccccc1)nn2C
5	C=CCC1(CC=C)CCCN1C(=O)CC1C(=O)NCCN1Cc1ccc(OC)c(OC)c1 (stereo unspecified)
6	CCN(CC)C(=O)CSc1nnc(-c2c[nH]c3ccccc23)o1
Screen / compound no.	1	2	3	4	5	6
Gli-Sufu block	-1	-5	9	3	2	-25
CXCR6 block	-3	-2	6	3	9	-2
APJ antagonist	0	3	-16	8	3	8
CCR6 antag	6	-8	9	1	2	4
EBI2 antag	2	-1	8	-2	-1	8
Jurkat NFkB inh	-10	5	6	25	10	-51
697 NFkB inh	-21	4	9	6	5	-65
UBC13 polyUb	-14	5	3	10	0	-7

Record cards (already shown).
COCc1cc(=O)[nH]c2c1c(-c1ccccc1)nn2C reads Gli-Sufu block: 3; CXCR6 block: 3; APJ antagonist: 8; CCR6 antag: 1; EBI2 antag: -2; Jurkat NFkB inh: 25; 697 NFkB inh: 6; UBC13 polyUb: 10
CC(C)(C)OC(=O)C[C@H]1C/C=C\C[C@H](CC(=O)NCCO)C(=O)NCCOC1=O reads Gli-Sufu block: -5; CXCR6 block: -2; APJ antagonist: 3; CCR6 antag: -8; EBI2 antag: -1; Jurkat NFkB inh: 5; 697 NFkB inh: 4; UBC13 polyUb: 5
C=CCC1(CC=C)CCCN1C(=O)CC1C(=O)NCCN1Cc1ccc(OC)c(OC)c1 (stereo unspecified) reads Gli-Sufu block: 2; CXCR6 block: 9; APJ antagonist: 3; CCR6 antag: 2; EBI2 antag: -1; Jurkat NFkB inh: 10; 697 NFkB inh: 5; UBC13 polyUb: 0

Continuation.
7	O=C(CCCN1C(=O)/C(=C/c2ccccc2Cl)SC1=S)NCCCN1CCOCC1
8	COc1cc(CNCCN(C)C)c(Br)cc1OCC(=O)NCc1ccccc1
9	N#Cc1nc(-c2ccco2)oc1NCCCN1CCOCC1
10	COc1ccc(/C=C/C(=O)OCC(=O)N(C)CC(=O)Nc2ccc(C)cc2)c(OC)c1
11	Cc1cc(NC(=O)C(C)Sc2nnc(NCc3ccco3)s2)no1 (stereo unspecified)
12	O=c1[nH]c2cnn(-c3ccccc3)c2c(=O)n1O
Screen / compound no.	7	8	9	10	11	12
Gli-Sufu block	10	11	7	1	-5	-39
CXCR6 block	-4	-7	-4	1	9	0
APJ antagonist	-18	2	19	7	9	x
CCR6 antag	14	2	-9	-1	-1	4
EBI2 antag	12	-2	-7	-1	1	4
Jurkat NFkB inh	-9	-8	-6	-4	4	x
697 NFkB inh	34	-17	10	10	2	x
UBC13 polyUb	18	1	3	16	-2	x

13	O=[N+]([O-])c1ccccc1/C=C/C=N/n1c(-c2cc(-c3ccccc3)n[nH]2)n[nH]c1=S
14	CC1(CC(=O)N/N=C/c2ccc(-c3cccc(C(F)(F)F)c3)o2)OCCO1
15	CCCCCC(=O)Nc1ccc(S(=O)(=O)Nc2ccc(Cl)nn2)cc1
16	CCOc1cccc(C2/C(=C(\O)c3ccc4c(c3)OCCO4)C(=O)C(=O)N2Cc2ccncc2)c1 (stereo unspecified)
17	CC(C)N=C(NS(=O)(=O)c1ccc(Br)cc1)c1ccc(Cl)cc1
18	CN(CCCC(=O)O)c1ccc(N=Nc2ccc([N+](=O)[O-])cc2)cc1
Screen / compound no.	13	14	15	16	17	18
Gli-Sufu block	-2	5	-17	0	1	-31
CXCR6 block	19	3	-6	4	3	56*
APJ antagonist	8	17	-6	4	-38	46*
CCR6 antag	18	9	15	11	12	65*
EBI2 antag	11	-8	9	-13	-7	6
Jurkat NFkB inh	4	9	0	12	-7	-59
697 NFkB inh	-4	1	24	1	8	-146
UBC13 polyUb	-7	7	-3	-13	6	-29

19	CCOc1ccc(C2NC(=O)c3n[nH]c(C)c32)cc1 (stereo unspecified)
20	CCCN1/C(=C(\C#N)C2=NS(=O)(=O)c3ccccc32)N(C)c2ccccc21
21	Cc1cc(=O)[nH]c(-n2[nH]c(C)cc2=O)n1
22	COc1cc(/C=C(/C#N)c2ccccc2)ccc1Oc1ccc([N+](=O)[O-])cn1
23	O=C(NCc1ccccc1)c1ccc(CS(=O)(=O)c2ccc(Br)cc2)o1
24	CNC[C@H]1Oc2ccc(NC(=O)Nc3ccc4c(c3)OCO4)cc2C(=O)N([C@H](C)CO)C[C@@H]1C
Screen / compound no.	19	20	21	22	23	24
Gli-Sufu block	-1	6	-6	10	-19	-5
CXCR6 block	-4	4	2	-2	0	0
APJ antagonist	-63	x	18	-6	19	-4
CCR6 antag	-13	9	21	17	15	2
EBI2 antag	6	9	-10	19	7	-7
Jurkat NFkB inh	-8	x	-4	4	-4	1
697 NFkB inh	-4	x	8	16	-18	7
UBC13 polyUb	-2	x	-3	-5	4	21

25	CS(=O)(=O)c1cnc(-c2ccccc2)nc1-c1ccccc1Cl
26	O=C(CCn1c2c(c3ccccc31)CCCC2)NNC(=O)c1ccc([N+](=O)[O-])cc1
27	Cc1ccc(-c2cc(-c3ccccc3)nc(N)c2C#N)o1
28	O=c1cc(O)nc(SCc2ccccc2)n1-c1ccc(Cl)cc1
29	O=C(Nc1cccc(S(=O)(=O)NCc2ccco2)c1)c1cccc(Cl)c1
30	CC(=O)c1cccc(NC(=O)C2CC(=O)N(c3ccc4c(c3)OCCO4)C2)c1 (stereo unspecified)
Screen / compound no.	25	26	27	28	29	30
Gli-Sufu block	-5	3	4	-5	-10	-2
CXCR6 block	14	4	11	-1	1	-13
APJ antagonist	8	-21	15	-12	-3	-9
CCR6 antag	25	29	15	-1	29	10
EBI2 antag	20	0	14	0	2	-6
Jurkat NFkB inh	-27	14	3	-17	3	-4
697 NFkB inh	3	13	15	-5	15	-12
UBC13 polyUb	4	4	3	-13	14	-8

31	COc1ccc(C(=O)NC2CCc3ccccc32)cc1OC1CCN(C(C)C)CC1 (stereo unspecified)
32	Cc1ccccc1-n1nc2c(c1NC(=O)c1ccc(Br)o1)CSC2
33	Cc1ccc(-c2nc(N)n(S(C)(=O)=O)n2)cc1
34	Cc1cccc(Nc2nnc(SCC(=O)c3ccc(O)cc3O)s2)c1
35	O=C(Nc1ccc(F)cc1F)c1ccc2nc(N3CCOCC3)sc2c1
36	Cc1sc(NC(=O)CCC(=O)O)c(C(N)=O)c1-c1ccccc1
Screen / compound no.	31	32	33	34	35	36
Gli-Sufu block	15	-10	-13	5	-14	-5
CXCR6 block	4	2	3	-6	-5	4
APJ antagonist	23	-8	15	-4	7	4
CCR6 antag	1	6	1	4	-2	12
EBI2 antag	-7	-10	-8	7	2	1
Jurkat NFkB inh	-10	2	0	-4	-17	-3
697 NFkB inh	-19	21	7	-7	-79	9
UBC13 polyUb	4	-3	-2	-11	2	1

37	CCCOc1ccc(C(=O)CCNc2ccc(C)c(Cl)c2)cc1
38	NS(=O)(=O)c1ccc(NC(=O)c2cc(-c3cccs3)nc3ccccc23)cc1
39	COc1ccccc1NC(=O)Nc1ccccc1SC
40	CC1(OC(=O)CCc2ccccc2)C(=O)C=C2C=C3CCCN3C=C2C1=O (stereo unspecified)
41	CN1CCN(C(=O)CSc2nnc(COc3ccc(Cl)cc3)o2)CC1
42	COc1ccc(S(=O)(=O)NCC2CCC(C(=O)NCc3cccnc3)CC2)cc1 (stereo unspecified)
Screen / compound no.	37	38	39	40	41	42
Gli-Sufu block	-2	-5	2	-12	x	4
CXCR6 block	-5	-4	-4	-18	0	4
APJ antagonist	-32	-10	13	-17	-4	9
CCR6 antag	-5	-14	18	7	8	6
EBI2 antag	10	1	-24	-18	1	-5
Jurkat NFkB inh	-11	-9	-3	1	-15	5
697 NFkB inh	-33	12	15	23	-3	-1
UBC13 polyUb	-9	13	6	-64	-9	4

Part of the list above, with tabs:
nr	mol	Gli-Sufu block	CXCR6 block	APJ antagonist	CCR6 antag	EBI2 antag	Jurkat NFkB inh	697 NFkB inh	UBC13 polyUb
37	CCCOc1ccc(C(=O)CCNc2ccc(C)c(Cl)c2)cc1	-2	-5	-32	-5	10	-11	-33	-9
38	NS(=O)(=O)c1ccc(NC(=O)c2cc(-c3cccs3)nc3ccccc23)cc1	-5	-4	-10	-14	1	-9	12	13

The listing continues.
43	CCC(C)(C)n1nnnc1C(c1ccc(C)cc1)N1CCCC1 (stereo unspecified)
44	CCN1C(=O)N(c2cccc3ccccc23)C(C)=CC1(C)C
45	C=CCN(CC=C)CCCOc1ccccc1C(=O)OC
46	COc1ccc(CNc2nc(Cl)c(C#N)s2)cc1
47	CCn1cc(C(=O)Nc2cccc(C(=O)OC)c2)c(=O)c2ccc(C)nc21
48	O=C1CC(c2ccccc2Cl)=NN(c2ncnc3ccccc23)C1=O
Screen / compound no.	43	44	45	46	47	48
Gli-Sufu block	-4	4	-7	-19	-15	-17
CXCR6 block	-3	4	3	1	0	4
APJ antagonist	15	5	20	8	5	24
CCR6 antag	14	13	0	12	6	9
EBI2 antag	4	2	-2	2	7	-11
Jurkat NFkB inh	-7	10	-12	-11	-18	-10
697 NFkB inh	3	21	1	-38	-15	-20
UBC13 polyUb	6	-2	3	21	0	-22

49	CC(=O)Nc1ccc(CN2CCCCCC2)cc1
50	COc1ccc(NC(=O)CSc2nccn2-c2ccccc2)c(OC)c1
51	CCOc1cccc(NC(=O)/C(C#N)=C\c2cn(CC(=O)O)c3ccccc23)c1
52	CN1CCN(CC(O)COCc2ccc3c(c2)OCO3)CC1 (stereo unspecified)
53	CCOC(=O)c1c(C)n(C)c2ccc(OC(=O)c3ccc(N4C(=O)CCC4=O)cc3)cc12
54	Cc1ccc(SCc2nc(-c3ccccc3)no2)cc1
Screen / compound no.	49	50	51	52	53	54
Gli-Sufu block	-6	6	3	1	2	-11
CXCR6 block	-5	6	8	1	14	-5
APJ antagonist	12	-4	13	16	5	10
CCR6 antag	12	0	18	14	-14	12
EBI2 antag	6	8	4	1	1	10
Jurkat NFkB inh	-6	-6	2	-6	1	-23
697 NFkB inh	5	-8	9	-2	-16	-10
UBC13 polyUb	4	3	-20	3	9	-5

55	CC1CC(C)CN(C(=O)CCc2ccccc2)C1 (stereo unspecified)
56	CSc1ccc(CN(C)C(=O)COc2ccc(C(=O)c3ccccc3)cc2)cc1
57	COC(=O)C[C@H](NC(=O)Cn1cnc2c(OCc3ccccc3)ncnc21)C(=O)OC
58	Cc1[nH]c2ccccc2c1C(=O)C(=O)N1CCN(C(=O)c2ccco2)CC1
59	Nc1nc(CSc2nnnn2-c2ccc(F)c(Cl)c2)nc(N2CCOCC2)n1
60	Cc1ccccc1C(O)c1cccnc1 (stereo unspecified)
Screen / compound no.	55	56	57	58	59	60
Gli-Sufu block	-1	-11	2	7	-6	-5
CXCR6 block	4	4	-2	-1	-10	-2
APJ antagonist	-5	-4	-8	2	10	11
CCR6 antag	4	21	-6	5	-6	0
EBI2 antag	9	-8	3	-4	-2	-5
Jurkat NFkB inh	-6	-4	-10	-6	15	1
697 NFkB inh	14	11	-10	-7	-8	0
UBC13 polyUb	6	8	5	-5	-1	-8

Screens: PubChem, Sanford-Burnham Center for Chemical Genomics
